KLK7 zymogen act: proKLK7 zymogen activators, primary screen, biochemical, fluorescence intensity; Kallikrein-7 (Homo sapiens), P49862; purified proKLK7, EDANS-DABCYL substrate fluorescence; 100% is mature enzyme control, 0% vehicle; activation, % at 7 µM; 370,000 tested, 0.9% active; AID 652039, 2013;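 active = activation above the mean of all tested compounds plus 3 SD, computed per campaign excluding outliers beyond control limits, cut at about 13% in these data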
ASAP1 GAP inh: inhibitors of human ASAP1 ArfGAP activity, primary screen, biochemical, fluorescence polarization; Arf-GAP with SH3 domain, ANK repeat and PH domain-containing protein 1 (Homo sapiens), …; ASAP1-stimulated ARF1 GTP hydrolysis, GDP FP detection; inhibition, % at 16.5 µM; 360,000 tested, 0.19% active; AID 624377, 2012; in the data active = inhibition above about 25%;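 note: 0% = vehicle with enzyme and substrate and 100% = no enzyme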
DDE Tn7 FP inh: inhibitors of Tn7 peptide binding to fibrin DD(E), primary screen, biochemical, fluorescence polarization, human fibrin, Tn7 probe; Fibrinogen beta chain (Homo sapiens), P02675; FP displacement of FITC-Tn7 peptide from fibrin DD(E); 0% = median of compound wells per plate; inhibition, % at 8.3 µM; 370,000 tested, 0.13% active; AID 720508, 2013;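 active = inhibition above the mean of compounds falling within the control limits plus 3 SD of them, cut at about 14% in these data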;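 note: 0% = plate median of compound wells and 100% = 10 µM Aha-Tn7 peptide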
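Test system – human fibrin DD(E) · Times – 10 min preincubation, 3 h with tracer, room temperature · Detection – fluorescence polarization of the labelled Tn7 tracer · Measure – percent inhibition normalized to high-control wells · Benchmarks – high control wells with 10 µM unlabelled Aha-Tn7 peptide (full inhibition) · Repeats – singlicate testing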
Tn6 DDE FP: inhibitors of Tn6 peptide binding to fibrin DD(E), primary screen, biochemical, fluorescence polarization, human fibrin, Tn6 probe. 370,000 tested, 0.21% active. Fibrinogen beta chain (Homo sapiens), P02675. AID 720509, 2013. inhibition, % at 8.3 µM. Fibrin DD(E) TRITC-Tn6 fluorescence polarization displacement;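 active = inhibition above a per-campaign cutoff: mean of compounds within control limits plus 3 SD, cut at about 15% in these data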;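 note: 0% = median of all compound wells on the plate and 100% = blocking peptide control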
PLC-beta3 inh: human PLC-beta3 inhibitors, primary screen, biochemical, fluorescence; 1-phosphatidylinositol 4,5-bisphosphate phosphodiesterase beta-3 (Homo sapiens), Q01970; Purified PLC-beta3, fluorogenic substrate; inhibition, % at 12.2 µM; 370,000 tested, 0.18% active; AID 720704, 2013; in the data active = inhibition above about 11%;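 note: 0% = median of compound wells on plate and 100% = full blocker control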
Target sequence (Q01970 whole entry, looked up): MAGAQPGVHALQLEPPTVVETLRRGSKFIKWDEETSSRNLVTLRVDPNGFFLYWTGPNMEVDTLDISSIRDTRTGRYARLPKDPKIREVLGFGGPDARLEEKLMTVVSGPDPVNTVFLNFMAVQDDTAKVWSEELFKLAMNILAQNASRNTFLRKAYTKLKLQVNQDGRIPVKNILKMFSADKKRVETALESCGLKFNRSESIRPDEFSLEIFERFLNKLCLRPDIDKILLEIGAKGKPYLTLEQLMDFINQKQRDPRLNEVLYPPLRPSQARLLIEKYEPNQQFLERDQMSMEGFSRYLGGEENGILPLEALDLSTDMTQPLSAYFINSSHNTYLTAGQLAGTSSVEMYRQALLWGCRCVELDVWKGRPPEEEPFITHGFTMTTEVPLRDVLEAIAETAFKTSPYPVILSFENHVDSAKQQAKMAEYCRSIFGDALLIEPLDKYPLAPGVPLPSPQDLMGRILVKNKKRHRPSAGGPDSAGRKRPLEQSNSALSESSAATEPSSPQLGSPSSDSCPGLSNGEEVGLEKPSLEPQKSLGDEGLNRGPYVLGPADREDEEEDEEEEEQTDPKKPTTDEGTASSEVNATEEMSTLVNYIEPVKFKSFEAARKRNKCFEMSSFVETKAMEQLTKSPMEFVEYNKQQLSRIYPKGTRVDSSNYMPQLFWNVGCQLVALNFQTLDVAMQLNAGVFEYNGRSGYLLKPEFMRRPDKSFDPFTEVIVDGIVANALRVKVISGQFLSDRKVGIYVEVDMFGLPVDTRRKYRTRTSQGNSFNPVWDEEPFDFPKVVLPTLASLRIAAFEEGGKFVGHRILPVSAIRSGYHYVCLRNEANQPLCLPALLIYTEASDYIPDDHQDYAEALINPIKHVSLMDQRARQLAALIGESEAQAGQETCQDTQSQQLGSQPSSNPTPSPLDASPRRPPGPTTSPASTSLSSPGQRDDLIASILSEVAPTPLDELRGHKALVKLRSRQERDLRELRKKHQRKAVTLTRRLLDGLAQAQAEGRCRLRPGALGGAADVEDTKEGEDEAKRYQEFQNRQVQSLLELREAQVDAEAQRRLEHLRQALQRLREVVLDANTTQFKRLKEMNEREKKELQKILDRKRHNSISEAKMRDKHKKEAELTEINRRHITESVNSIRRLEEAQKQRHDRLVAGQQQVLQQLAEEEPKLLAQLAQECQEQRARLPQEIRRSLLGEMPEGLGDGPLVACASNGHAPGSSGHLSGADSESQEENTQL
sPLA2-III inh: human group III sPLA2 inhibitors, primary screen, biochemical, QFRET, BODIPY PC-A2 liposome substrate | Group 3 secretory phospholipase A2 (Homo sapiens), Q9NZ20 | QFRET BODIPY PC-A2 liposome hydrolysis, fluorescence | inhibition, % at 12.2 µM | 370,000 tested, 0.56% active | AID 743126, 2013;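 active = inhibition above mean plus 3 SD of compounds lying within the high and low control bounds, cut at about 19% in these data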;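 note: 0% = median of test compound wells and 100% = no enzyme DMSO wells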
Rev-erbA mod: modulators of Rev-erb alpha DNA binding, primary screen, biochemical, FITC-DNA, fluorescence polarization, uHTS; Nuclear receptor subfamily 1 group D member 1 (Homo sapiens), P20393; Rev-erbα–FITC-DNA binding, 90 min; activity, % at 10 µM; 370,000 tested, 0.79% active;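 active = activity above about 14%, limit read from the data; passing the limit was not always enough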;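 note: 0% = DMSO wells with 35 nM protein and 100% = DMSO wells with 750 nM protein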
UHRF1 binding: UHRF1 methylated DNA binding inhibitors, primary screen, counter-screen for MBD2 inhibitor project, biochemical, TR-FRET, human UHRF1, single concentration; AID 687016, 2013; inhibition, % at 4.4 µM; 370,000 tested, 0.75% active; UHRF1 binding to methylated oligo; in the data active = inhibition above about 21%;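 note: UHRF1 SRA domain binding a hemimethylated CpG hairpin DNA probe; 0% = median of test compound wells and 100% = reference inhibitor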
ARFGAP1 inhibitor: inhibitors of rat ARFGAP1 GAP activity, primary screen, biochemical, fluorescence polarization, GDP tracer | Arfgap1-stimulated ARF1 GTP hydrolysis, GDP FP detection | inhibition, % at 16.5 µM | AID 651572, 2012 | ADP-ribosylation factor GTPase-activating protein 1 (Rattus norvegicus), Q62848 | 360,000 tested, 0.26% active;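 active = inhibition above a per-plate limit, mean inhibition of low control wells plus 3 SD, cut at about 25% in these data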;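 note: 0% = DMSO wells with enzyme and 100% = wells lacking Arfgap1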
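Material – truncated rat Arfgap1 GAP domain · Buffer or medium – HEPES-based buffer, pH 7.5 · Reagent – human ARF1(Δ1-17)-GTP substrate · Dosing – 16.5 µM single point, 1.26% DMSO · Schedule – GTP hydrolysis reaction 2 h at 25 °C · Technique – GDP detection by fluorescence polarization · Benchmarks – No-Arfgap1 wells (100%) versus DMSO full-reaction wells (0%) · Repeats – single replicate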
PLCg1 inh: PLC-gamma1 enzyme inhibitors, primary screen, biochemical, fluorescence, purified enzyme; 1-phosphatidylinositol 4,5-bisphosphate phosphodiesterase gamma-1 (Homo sapiens), P19174; fluorogenic substrate; inhibition, % at 12.2 µM; 370,000 tested, 0.84% active; AID 720700, 2013; in the data active = inhibition above about 9.5%
* = called active by the depositor; i = inactive; . = not tested or not shown.

Below each SMILES – KLK7 zymogen act	ASAP1 GAP inh	DDE Tn7 FP inh	Tn6 DDE FP	PLC-beta3 inh	sPLA2-III inh	Rev-erbA mod	UHRF1 binding	ARFGAP1 inhibitor	PLCg1 inh
CCOC(=O)CC[C@@H]1CC[C@]2(CCCN(Cc3cccs3)C2)O1
  -0.5	.	-7	-8	2	1	3	2	.	2
CCC(c1nnnn1C(C)(C)CC)N1CCN(c2ccccc2F)CC1 (centres undefined)
  -0.2	-5	3	4	-1	3	-2	1	0	1
Cc1ccc(S(=O)(=O)/N=C(/Nc2ccc(O)c(C(=O)O)c2)c2ccccc2)cc1
  0.3	-4	-6	-2	-12	-9	-8	10	-1	0
CC(=O)Nc1ccc(S(=O)(=O)N(C)c2ccc(OCCOc3cccc(C)c3)cc2)cc1
  0.3	-4	4	2	-13	-30	1	1	-6	-5
O=C(NC(=S)N1CCCCCC1)c1cccc([N+](=O)[O-])c1
  -0.1	-5	5	2	-7	20*	1	-3	0	0
CCOc1ccccc1N1CCN(Cc2cccc(OC)c2OC)CC1
  0.6	-9	-11	-1	4	-1	-1	3	-7	4
O=C(Nc1ccc(Br)cc1F)c1ccc2c(c1)OCCO2
  -0.4	9	-4	1	2	0	-6	-1	-2	-1
Cc1ccc(-c2cnc(-c3ccccc3C(=O)O)o2)cc1
  -2.3	-1	-9	1	-212	6	6	-1	-4	-146
Cc1ccc(-c2csc(NCCn3c(C)nc4cc(C(F)(F)F)ccc43)n2)cc1
  -0.3	10	-5	0	7	6	-1	-3	11	4
COc1ccc(NC(=O)c2ccc3c(c2)CCN3S(C)(=O)=O)cc1
  -0.7	3	9	0	0	11	1	-1	0	-3
O=C(OCC(=O)N1CCCC1=O)c1cc2ccccc2o1
  0.6	2	8	3	-4	6	3	12	10	-1
CN(C)c1ccc(/C=[N+](\[O-])C2SC(=S)N(C)C2(C)C)cc1 (centres undefined)
  -0.2	-17	0	-5	4	-4	-3	0	0	4
Cc1c(C)n(Cc2ccccc2)c2ccc(C(=O)OCCCN(C)C)cc12
  -1.8	5	2	-1	-16	-4	-3	1	8	-15
CC1CCN(C(=O)CN2C(=O)C(=O)N(C(C)C)C2=O)c2ccccc2S1 (centres undefined)
  0.5	-1	-1	-6	-2	3	3	-1	-19	3
O=C(N=C1SC2CS(=O)(=O)CC2N1c1ccccc1F)C1CCCCC1 (centres undefined)
  -0.7	1	-2	6	-6	1	0	1	10	3
CC(=O)Nc1cccc(-c2csc(NCc3ccco3)n2)c1
  -0.4	2	0	-2	-12	-10	-1	-1	-1	-9
CC(=O)NC/C(C)=N\Nc1ccc([N+](=O)[O-])cc1
  -0.6	-3	6	-4	-3	15	10	0	2	-2
O=C(CSc1nnc(COc2ccccc2)o1)N1CCCCC1
  -0.1	-14	-3	-8	-6	-3	-3	-2	6	1
O=C(NCc1c(Cl)cccc1Oc1ccccc1)c1ccccc1
  0.4	-8	-2	3	-4	-9	5	-5	-3	2
CCC1=Nc2cc(C(=O)N3CCCCC3)ccc2Sc2ccc(C)cc21
  0.6	-2	0	-9	-5	-10	6	3	11	3
COC(=O)C1CCN(c2cc(=O)n(-c3ccc(OC)cc3)c(=O)[nH]2)CC1
  -0.1	4	-2	0	-4	13	-7	1	9	-2
CCOc1ccc(/C=N/Nc2cc(N3CCOCC3)nc(C)n2)c(O)c1
  -5.1	7	4	2	-23	8	4	2	-1	-19
NNc1ncnc2sc3c(c12)CCC3
  -1.1	5	-5	1	-2	-5	0	-6	10	-5
CC(=O)N1C[C@@H](CO)[C@@H](N(C)C(=O)C(C)(C)C)C[C@H]1c1ccccc1Br
  0.9	-6	4	1	-1	15	0	1	-16	0
O=[N+]([O-])c1ccc(CSc2ncnc3ccccc23)cc1
  -0.4	12	-1	-5	-15	10	0	5	-4	-3
Cc1noc(C)c1COC(=O)C1CCN(S(=O)(=O)c2c(Cl)cccc2Cl)CC1
  -0.3	-7	3	-3	1	-1	6	-2	11	-1
CCC1C(=O)N=C(SCC(=O)Nc2ccccc2)NC1=O (centres undefined)
  -0.7	0	-3	2	1	-1	-1	-1	10	2
CC(CCc1ccccc1)NC(=O)CSc1nnnn1C (centres undefined)
  -0.1	-11	10	9	1	-3	4	-2	-9	2
O=C(NC1CC1)c1ccc(-c2nc3ccccc3s2)s1
  1.5	-5	6	-1	-27	-8	2	-7	-1	-21
CCCCOc1ccc(NC(=O)C2CC=CCC2C(=O)O)cc1 (centres undefined)
  -0.7	8	0	-6	-6	19	1	3	12	4
Cc1ccc(O)c(-c2cc(C(=O)Nc3ccc(S(=O)(=O)N4CC(C)OC(C)C4)cc3)[nH]n2)c1 (centres undefined)
  0.0	-6	-2	-2	5	-25	-7	-3	15	6
Cc1ccc(Cn2nnc3c(=O)[nH]c(C4CCN(S(=O)(=O)c5cc(C)ccc5C)CC4)nc32)cc1
  1.1	-3	3	6	3	-38	3	5	-17	12*
OCc1ccc(-c2nn(Cc3ccccc3)c3ccccc23)o1
  0.1	4	6	0	-56	-6	-3	-3	9	-41
Nc1cc2ccncc2c2ccccc12
  103*	1	-3	4	i	-9	-9	-7	7	i
CC1(C(=O)NS(=O)(=O)C2CC2)CCN(C(=O)c2ccccc2OC(F)(F)F)C1 (centres undefined)
  0.7	-2	-4	4	3	4	-8	-1	-1	1
O=C(c1cccs1)c1coc2ccc(O)cc12
  0.8	15	-2	-6	2	-1	1	0	10	1
O=C(Nc1c(Br)cc2c(c1Br)Cc1ccccc1-2)C(Cl)Cl
  1.0	3	-8	-1	1	-4	14	0	4	-1
CC(Oc1cccc(Cl)c1)C(=O)Nc1ccc(S(=O)(=O)N(C)C2CCN(C)CC2)cc1 (centres undefined)
  0.0	-10	1	3	0	-47	-4	-1	1	6
Cc1onc(-c2c(F)cccc2Cl)c1C(=O)Nc1ccccc1N1CCOCC1
  -0.3	-8	2	-2	-6	4	10	3	-3	1
CN(C)/C=C1\Oc2ccc3ccccc3c2C1=O
  -0.9	0	-2	4	-6	-8	-7	-2	-10	-2
O=c1cc(-c2ccccc2)nc(Sc2ccc([N+](=O)[O-])cc2[N+](=O)[O-])[nH]1
  -0.9	-15	9	2	0	2	-8	-1	-4	4
COc1ccc(SCCCn2c(=O)c3c(ncn3C)n(C)c2=O)cc1
  0.2	4	7	11	-6	3	-2	0	-8	4
O=C(NNc1cc(N2CCOCC2)nc(N2CCOCC2)n1)c1ccc([N+](=O)[O-])cc1
  0.6	6	-6	3	-3	2	2	-9	-6	0
O=C(Cc1ccc(NC(=O)C2CCCN(C(=O)C3CCCC3)C2)cc1)Nc1ccc(C(=O)N2CCOCC2)cc1 (centres undefined)
  0.1	4	-10	7	5	-3	-3	1	4	4
COCCC(=O)N1CCCC(CNS(=O)(=O)c2ccc(OC)cc2)C1 (centres undefined)
  0.3	7	1	0	3	2	0	-1	4	-2
O=C(NC(=S)NCC1CCCO1)c1ccccc1[N+](=O)[O-] (centres undefined)
  -0.6	2	9	4	-1	5	0	0	-3	4
CCOc1ccc(CCNC(=O)COC(=O)Cc2ccc(F)cc2)cc1OCC
  0.3	-10	-4	-6	-8	1	9	2	-3	-1
N#Cc1ccccc1-n1c(N)c(C(=O)N2CCCC2)sc1=S
  0.0	-2	-3	8	3	10	-2	-1	-1	6
Cc1ccc(-c2cc(C(=O)O)n(-c3ccc(S(N)(=O)=O)cc3)n2)cc1
  -0.8	-3	-2	1	-8	12	6	6	10	1
CCOC(=O)C1(CC2CCCCO2)CCN(Cc2c(C)cc(C)cc2-n2cccn2)CC1 (centres undefined)
  0.4	-5	0	-3	-4	4	1	0	1	2
Cc1ccnc(NC(=O)CCC(=O)c2cc(C)sc2C)c1
  -0.4	-8	0	3	-9	12	0	0	4	0
O=C1c2ccccc2C(=O)c2cc(N3CCCCC3)ccc21
  0.5	-9	-7	-1	-41	6	7	1	-9	-19
COc1ccc(-c2cc3ccccc3n2CC(O)Cn2nc(C)cc2C)cc1 (centres undefined)
  -0.4	-5	11	3	-16	-1	-2	0	1	-12
CCC(C)(C)NC(=O)c1cc([N+](=O)[O-])ccc1N1CCOCC1
  -0.8	-6	5	-2	5	3	0	-2	5	0
Cc1ccc(Oc2nc(-c3ccccc3)ncc2S(C)(=O)=O)cc1
  -0.6	10	5	-4	4	-4	6	2	-2	3
COc1ccc(CN2C(=O)C(CC(=O)NCc3ccco3)CC(C(=O)N(C)C)=C2C)cc1 (centres undefined)
  -0.3	0	3	6	0	2	-2	-3	9	-1
COc1ccc(N2CCN(C(=O)COc3ccc(S(=O)(=O)N4CCOCC4)cc3C)CC2)cc1
  0.0	13	4	-7	-3	-3	4	-3	5	0
O=C1c2ccccc2-c2c1cccc2C(=O)N1CCCCC1
  -0.3	4	3	2	3	-1	1	-1	13	-4
C[C@@]12C(=O)N(c3cccc(Br)c3)C(=O)N1[C@H](c1ccc(Cl)cc1)[C@@H]1C(=O)N(C3CCCCC3)C(=O)[C@@H]12
  0.5	11	5	5	2	-41	-1	-1	7	-1
Cc1c(C=O)c2ccccn2c1C(=O)c1cccs1
  -1.7	-4	-11	-2	-28	-2	-2	17	-1	-16
CC(C)NS(=O)(=O)c1ccc(OCC(=O)NCc2ccccc2)cc1
  -0.2	5	0	-2	-1	-2	4	1	2	1
COc1ccc(C(=O)NC2CCN(C(=O)Nc3ccc(F)cc3)CC2)cc1
  0.2	0	5	-8	-7	2	-2	0	12	-1
